ARNT-TACC3 inh: ARNT/TACC3 interaction disruption. AID 623870. AlphaScreen His-ARNT PAS-B/GST-TACC3 binding, luminescence; TACC3 fragment carries E629A point mutation. hit rate 0.66% among 390,000. Q9Y6A5. inhibition, % at 9.99 µM;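 active means mean inhibition of replicates at least 50% and at least half of replicates each reaching 50%; inconclusive means half or more replicates reach 50% but mean below 50%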;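 further: 0% = complete ARNT plus TACC3 wells and 100% = ARNT alone without TACC3; many hits fall short of the cut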
LGR2 inh: inhibitors of bursicon-induced Drosophila LGR2 receptor cAMP signaling; HEK293 LGR2, CRE-luciferase, bursicon-stimulated, 4 h; inhibition, % at 9.99 µM; hit rate 0.35% among 380,000; AID 720647;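 active means drop in luminescence signal, shown as inhibition above about 50% in the replicate tests, limit read from the data, passing the limit was not always enough; inconclusive means probably only some replicates passing the limit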;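 further: agonist challenge used bursicon conditioned medium at about half maximal strength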
Statin myotox sup: protects C2C12 myotubes from simvastatin toxicity | ATP luminescence, 48 h; scaled: DMSO 0, geranylgeraniol control 100 | rescue of ATP level, % at 7.49 µM | hit rate 0.78% among 330,000 | AID 602340;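 active means mean ATP rescue above about 67%, or every replicate alone reaching that limit, limit read from the data, passing the limit was not always enough; inconclusive means no clear call, values can overlap the other calls; inactive means mean under the limit and some replicate under it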;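 further: myotubes were challenged with 10 µM simvastatin during compound exposure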
PAX8 reporter: lowers PAX8-driven luciferase in RMG-I cells; RMG-I TPO-luciferase reporter, SteadyGlo, 24 h; inhibition, % at 12.6 µM; hit rate 1.2% among 360,000; AID 652154;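 active means mean replicate inhibition at least 60% with every replicate also reaching 60%; inconclusive means only one of the two criteria is met; inactive means mean below 60% and not all replicates reaching 60%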;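 further: luciferase light reporting Pax8 driven TPO promoter activity; plate controls were median of neutral control wells for no effect and mitoxantrone controls for full effect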
PGC1a acetyl inh: lowers PGC1a acetylation signal in U2OS cells. AlphaScreen anti-acetyl-lysine; with virally co-expressed GCN5 acetyltransferase. inhibition, % at 15.6 µM. hit rate 0.17% among 350,000. AID 651687;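 active means every replicate shows inhibition of at least 40%; inconclusive means mean inhibition at least 40% but some replicate below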;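 further: 0% = neutral control wells and 100% = positive control wells; some results beyond the cut were filed as inactive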
INS-1E GSIS act: GLuc luminescence reporter in INS-1E cells, primary screen for activators of glucose-dependent secretion of insulin. INS-1E GLuc reporter insulin secretion, 2-3 h. hit rate 0.61% among 370,000. activation, % at 16.6 µM;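 active means lowest replicate activation of at least 40%, so every replicate reaches that level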;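 further: 0% = median of neutral control wells and 100% = median of IBMX positive control wells; some compounds called inactive have numbers as strong as hits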
Cneo AK release: Cryptococcus neoformans lysis via adenylate kinase release | C. neoformans lysis, adenylate kinase release luminescence, 4 h; normalised: neutral wells 0, clomiphene wells 100 | lysis activity, % at 15 µM | hit rate 0.2% among 360,000 | AID 651654;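 active means mean lysis activity across replicates of at least 80%, whatever share of replicates individually reach that level; inactive means mean lysis activity below 80%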
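Material – log-phase Cryptococcus neoformans yeast cells · Input – 5 × 10^6 yeast cells/mL · Medium – fresh YPD growth medium · Doses – single compound concentration per well · Timing – static 4 h at 37 °C with compound, 1 h detection · Detection – adenylate kinase release luminescence · Read-out – signal increase indicating cell lysis · Control set – Clomiphene as positive lysis control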
PglD inh: inhibitors of Campylobacter jejuni PglD acetyltransferase; inhibition, % at 12.5 µM; AID 602405; hit rate 0.098% among 360,000; purified PglD enzyme, DTNB colorimetric CoA detection; in the data active means inhibition above about 16%, passing the limit was not always enough; inconclusive means no clear call, values can overlap the other calls; further: strong numbers were not always called active
* marks the source's active call; other numbers are inactive results; u = inconclusive; x = not tested or not shown.

SMILES	ARNT-TACC3 inh	LGR2 inh	Statin myotox sup	PAX8 reporter	PGC1a acetyl inh	INS-1E GSIS act	Cneo AK release	PglD inh
Fc1ccc(-c2nc3c(Cl)cc(C(F)(F)F)cn3c2Cc2cccc(F)c2)cc1	x	-15.1	2.4	3.8	-3.8	-5.9	0.2	-4.2
Cc1ccc(-c2cc(C(=O)N/N=C\c3cnn(C)c3C)c3ccccc3n2)cc1C	5.0	x	9.5	-50.6	11.9	x	-2.4	2.0
C[C@@H]1CN([C@@H](C)CO)C(=O)Cc2cc(NS(C)(=O)=O)ccc2O[C@@H]1CN(C)S(=O)(=O)c1cn(C)cn1	0.1	-11.1	1.4	4.6	-6.7	10.0	-1.9	-1.8
CCCCc1c(C)nc(Nc2ccc(OC)cc2)[nH]c1=O	-1.6	13.6	x	-18.7	1.4	-2.1	5.1	1.9
COc1ccc2c(c1)C1CC(C)(NC(=O)C1C(=O)c1ccccc1)O2 (stereo not drawn)	1.8	x	x	12.6	x	x	-7.9	10.6
Cc1ccc(NC(=O)C2CCN(S(=O)(=O)c3ccc4c(c3)NC(=O)C(C)S4)CC2)c(Cl)c1 (stereo not drawn)	1.2	2.1	18.9	15.9	-14.4	-2.8	7.6	4.4
Cc1onc(-c2c(F)cccc2Cl)c1C(=O)Nc1nccs1	x	-7.6	2.9	4.4	2.7	-2.6	3.7	2.8
CC(=O)NC(c1ccccc1)c1nc(-c2cccc(C(F)(F)F)c2)cs1 (stereo not drawn)	x	-5.3	8.4	-14.5	x	3.8	0.1	-0.9
CC1(C)Cc2cccc(Oc3ccc(S(=O)(=O)N4CCCCC4)cn3)c2O1	-5.1	3.8	2.6	-2.5	x	4.6	0.5	-3.3
COC(=O)C1=C(C)N(C)C(=S)NC1c1cc(OC)ccc1OC (stereo not drawn)	-24.6	2.0	x	0.2	-7.2	-51.0	x	x
Cc1ccc(S(=O)(=O)Nc2ccc3c(c2)C(=O)N([C@H](C)CO)C[C@H](C)[C@H](CN(C)C(=O)CCC(F)(F)F)OCCCC[C@@H](C)O3)cc1	-1.2	-5.5	x	-17.8	-0.6	3.7	-4.1	7.4
CCOc1ccc(OC(=O)c2cccc(S(=O)(=O)N3CCN(C)CC3)c2)cc1	2.3	9.1	1.3	14.2	-2.0	-26.1	5.8	-4.9
CC1=NN(C(N)=S)C(=O)C1N=Nc1ccc(Cl)cc1 (stereo not drawn)	-3.2	-38.7	-10.3	-108.2	3.5	-9.9	0.4	1.1
CC(C)CN(C(=O)COC(=O)CCSc1ccc(F)cc1)c1c(N)n(Cc2ccccc2)c(=O)[nH]c1=O	5.3	8.3	-0.3	-1.7	-2.4	27.7	0.1	2.2
Cn1c(N/N=C/c2c[nH]c3ccccc23)nc2ccccc21	33.0	x	x	-58.8	7.5	x	-2.5	0.8
O=C(CN1CCCCC1)N/N=C/c1ccc(Cl)cc1Cl	1.6	-23.4	-7.1	12.2	4.9	-0.2	-1.2	-8.9
O=C(NCc1ccc2c(c1)OCO2)c1cc(=O)[nH]c2ccccc12	14.7	7.1	-1.8	9.8	8.3	-1.3	-0.8	-3.0
CCc1ccc(NC(=O)CCC(=O)N2CCSc3ccccc32)cc1	x	-3.0	7.2	3.3	-0.3	-16.1	-0.8	12.5
CCOC(=O)C1CCN(C(=O)c2ccc(N3CCOCC3)c([N+](=O)[O-])c2)CC1	5.9	0.8	-2.1	-11.0	-3.6	26.5	3.0	2.5
CN(Cc1ccc(Cl)cc1Cl)C(=O)CNC(=O)c1ccco1	2.5	7.7	5.4	15.3	1.0	19.0	-0.6	-0.2
CCCN(CCC)C(=S)Nc1cc(C(=O)OC)ccc1C(=O)OC	5.7	-8.0	x	3.8	x	20.1	x	x
COc1cccc(C#Cc2ccc([C@@H]3[C@H]4CN(S(=O)(=O)c5ccccc5C)CC(=O)N4[C@H]3CO)cc2)c1	x	17.3	x	1.8	4.0	-0.1	x	x
c1ccc(Nc2nc3ccccc3n3nnnc23)cc1	0.7	-73.2	-13.5	-113.1	x	16.4	1.6	-0.6
C[C@H](CO)N1C[C@H](C)[C@H](CN(C)C(=O)c2ccncc2)Oc2ncc(C#CC3CCCC3)cc2C1=O	3.7	-4.3	6.2	-23.9	5.8	-5.0	-1.6	1.6
O=C(N/N=C/c1ccncc1)c1ccc2c(c1)OCO2	5.5	-9.5	-11.6	-10.4	1.4	11.5	3.2	6.3
CC(C)NC(=O)N(C)C[C@@H]1Oc2ccc(NC(=O)Nc3ccccc3)cc2CC(=O)N([C@H](C)CO)C[C@H]1C	-3.2	1.4	9.3	-9.1	6.7	16.7	-2.6	-2.9
CC(=O)Nc1ccc(NC(=O)Cn2c(-c3ccc(F)cc3)cnc2SCC(=O)Nc2c(C)cccc2C)cc1	1.0	x	6.1	5.2	x	x	-1.1	1.3
COc1ccccc1-c1c(C)nn2c(N3CCN(c4ccccc4OC)CC3)cc(C)nc12	2.4	2.0	1.1	-8.8	-5.0	-3.1	3.1	-3.8
O=C(CN1CCOCC1)N1CC[C@@H]2[C@H](CO)Nc3ccc(-c4ccc(F)cc4)cc3[C@@H]21	-7.8	8.4	10.5	-16.6	-2.1	6.1	-0.2	-1.4
Cc1cc(=O)oc2c(O)c(O)ccc12	22.4	-8.7	3.6	-1.9	1.1	27.4	1.9	-1.8
Cc1ccc(NC(=O)COC(=O)c2csc3c2CCC(C)C3)cc1S(=O)(=O)N1CCCCC1 (stereo not drawn)	3.6	1.8	-0.1	25.2	-0.4	-6.3	1.9	-9.2
O=C(C[C@H]1CC[C@H](NC(=O)CN2CCOCC2)[C@H](CO)O1)NCCc1ccccc1	x	-1.1	-2.0	-7.4	-8.7	6.5	0.7	1.4
O=C(NC[C@@H]1N[C@@H](CO)[C@H]1c1ccccc1)c1ccccc1F	-8.3	10.4	25.7	u	2.6	-0.4	-0.2	2.5
COC(=O)c1ccc(NC(=S)NC2CCc3ccccc32)cc1 (stereo not drawn)	-4.2	-4.0	x	-38.7	x	-21.9	x	x
N#CC(C#N)=Cc1cccn1-c1ccc(C(=O)O)cc1	-5.5	5.9	x	10.6	10.9	13.6	x	x
COc1cccc(-c2cc(N3C(=O)Nc4ccccc4N3O)n[nH]2)c1	-3.5	11.5	x	27.6	-24.9	-0.9	-10.9	2.0
CS(=O)(=O)N1[C@H](C(=O)O)[C@@H](CO)[C@@H]2Cn3c(ccc(-c4ccc(F)cc4)c3=O)[C@@H]21	0.0	-7.9	-9.2	-7.3	x	2.9	-5.6	0.3
CC(C)C(=O)NC(=S)/C=C1/N(C)c2ccccc2C1(C)C	13.5	4.2	x	20.8	-4.7	-34.7	x	x
O=C(NC(=S)Nc1ccccc1Cl)c1cncc(C#Cc2ccccc2)c1	-1.8	1.9	x	-7.7	18.9	8.1	5.4	-3.7
O=S(=O)(c1ccc(-c2ccon2)s1)N1CCOCC1	-6.6	-7.1	2.7	33.4	-3.1	-0.9	x	x
N#C[C@@H]1[C@@H](c2ccccc2C2=CCCCC2)[C@@H](CO)N1C(=O)CN1CCOCC1	x	-9.2	x	-10.6	-3.7	-0.1	x	x
O=S(=O)(NCCSc1nnc(-c2ccco2)n1-c1ccccc1)c1ccccc1	2.0	x	-12.3	x	8.1	x	-1.3	-7.0
Cc1sc2ncnc(N3CCN(Cc4ccccc4)CC3)c2c1-c1ccccc1	8.7	9.5	-14.5	-13.3	x	1.6	6.9	2.5
N#CCc1nc(C(c2ccccc2)c2ccccc2)no1	2.5	9.3	12.8	-2.8	-2.1	28.7	-1.8	-0.7
C1CCC(OCCN2CCN(CCOC3CCCCC3)CC2)CC1	-0.8	2.2	1.9	x	5.5	-13.4	-0.4	2.8
COC(=O)C[C@H]1CC[C@@H]2[C@H](COc3ccc(NC(=O)C4CCOCC4)cc3C(=O)N2C)O1	-5.8	1.2	9.2	1.1	6.3	3.0	-5.1	-0.7
Cc1cc(C(=O)Nc2cccc3c2O[C@H](CN(C)C(=O)NC(C)C)[C@H](C)CN([C@@H](C)CO)C3=O)n(C)n1	9.8	-30.0	-1.1	3.6	-3.2	11.4	2.9	-0.9
CC(C)=CCOc1ccc2c(C)c(CC(=O)N3C[C@H]4C[C@@H](C3)c3cccc(=O)n3C4)c(=O)oc2c1C	-1.6	x	12.1	x	-21.0	x	6.4	-1.9
COc1cc2c(c(OC)c1OC)-c1c(cc3c(c1O)OCO3)C[C@@H](C)[C@@H](C)C2	3.1	7.3	0.9	-11.7	3.9	-35.3	0.3	2.4
O=C(Nc1ccccc1C(=O)Nc1ccc2c(c1)OCO2)c1cccs1	0.0	x	x	-28.7	3.2	x	3.0	0.3
CCN(CC)S(=O)(=O)c1cccc(NC(=O)c2cc(=O)[nH]c3ccccc23)c1	1.9	18.6	x	-23.0	x	-2.9	x	x
CCOC(=O)c1sc2ccccc2c1NC(=O)c1coc2ccccc2c1=O	-1.9	-11.5	1.0	-1.1	x	-28.8	3.1	3.0
C[C@@H]1CN([C@@H](C)CO)C(=O)Cc2cc(NS(=O)(=O)c3ccccc3)ccc2O[C@H]1CN(C)CC1CC1	-1.5	10.1	-44.3	-2.1	-1.1	12.3	0.7	-3.7
CCC1(c2ccccc2)NC(=O)N(CC(=O)N(C)Cc2c(F)cccc2Cl)C1=O (stereo not drawn)	5.6	-14.3	8.7	9.9	x	-20.7	0.2	-2.8
CCN(CC)S(=O)(=O)c1ccc(C(=O)OCCN2C(=O)c3cccc4c(N5CCOCC5)ccc(c34)C2=O)cc1	-16.2	7.5	x	-4.5	x	-19.7	x	x
CC=Cc1ccc2n(c1=O)C[C@@H]1[C@@H](CO)[C@H](C(=O)N(C)C)N(CCC(F)(F)F)[C@H]21 (mixture of isomers)	1.1	8.3	0.6	x	x	8.8	-0.2	2.8
CC1(C)Cc2c(sc3nn[nH]c(=O)c23)CO1	-12.9	x	x	x	15.3	x	1.9	7.4
COc1ccc(NC(=O)Nc2ccc3c(c2)C(=O)N([C@@H](C)CO)C[C@@H](C)[C@H](CN(C)Cc2ccc(Cl)c(Cl)c2)O3)cc1	11.5	6.9	-68.5	x	-8.6	-21.1	1.0	7.0
CC(C)(C)NC(=O)NC(=O)CSc1cccc(C(F)(F)F)c1	-5.9	-14.7	x	5.8	6.5	-22.2	x	x
Cc1cc([N+](=O)[O-])ccc1-c1ccc(C2Nc3ccccc3C(=O)N2O)o1 (stereo not drawn)	11.3	6.4	x	x	21.7	-10.3	x	x
O=C(NCc1ccc(Cl)cc1)C(=O)N/N=C/c1ccc(Br)cc1	-10.7	-25.8	4.4	-10.6	4.6	6.0	-0.9	-3.5
CC1Cc2ccccc2N1C(=O)CSc1nc2ccccc2o1 (stereo not drawn)	-2.0	x	-2.9	x	-4.1	x	-0.7	-5.8

Compound profiles, from the list above.
COC(=O)c1ccc(NC(=S)NC2CCc3ccccc32)cc1 (stereo not drawn) reads ARNT-TACC3 inh = -4.2; LGR2 inh = -4.0; Statin myotox sup = x; PAX8 reporter = -38.7; PGC1a acetyl inh = x; INS-1E GSIS act = -21.9; Cneo AK release = x; PglD inh = x
Cc1ccc(NC(=O)COC(=O)c2csc3c2CCC(C)C3)cc1S(=O)(=O)N1CCCCC1 (stereo not drawn) reads ARNT-TACC3 inh = 3.6; LGR2 inh = 1.8; Statin myotox sup = -0.1; PAX8 reporter = 25.2; PGC1a acetyl inh = -0.4; INS-1E GSIS act = -6.3; Cneo AK release = 1.9; PglD inh = -9.2

Assay outcomes deposited in PubChem by Broad Institute.
